Assay outcomes from PubChem.
NOD2 RIPK2 PPI = NOD2-RIPK2 binding disruptors in cells, primary screen, fluorescence, CHO cells, BLA complementation | inhibition, % at 4.98 µM | CCF4 ratio | 0.38% of 360,000 active | Receptor-interacting serine/threonine-protein kinase 2 (Homo sapiens), O43353; in the data active means inhibition above about 21%;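 further: 0% = vehicle only and 100% = reference blocker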
COUP-TFII inh = NR2F2 transcriptional activity inhibitors, primary screen, cell-based, luciferase reporter, HEK293T, luminescence | COUP transcription factor 2 (Homo sapiens), P24468 | HEK293T NGFI-A luciferase reporter | inhibition, % at 8.6 µM | 0.7% of 370,000 active | AID 686940, 2013;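 active means inhibition above a per-plate cutoff, mean inhibition of test wells between control levels plus 3 SD, cut at about 38% in these data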;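 further: cells cotransfected with COUP-TFII expression vector driving the NGFI-A reporter; 0% = median of COUP-TF2 test wells and 100% = reporter-only cells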
Target sequence (P24468 whole entry, looked up): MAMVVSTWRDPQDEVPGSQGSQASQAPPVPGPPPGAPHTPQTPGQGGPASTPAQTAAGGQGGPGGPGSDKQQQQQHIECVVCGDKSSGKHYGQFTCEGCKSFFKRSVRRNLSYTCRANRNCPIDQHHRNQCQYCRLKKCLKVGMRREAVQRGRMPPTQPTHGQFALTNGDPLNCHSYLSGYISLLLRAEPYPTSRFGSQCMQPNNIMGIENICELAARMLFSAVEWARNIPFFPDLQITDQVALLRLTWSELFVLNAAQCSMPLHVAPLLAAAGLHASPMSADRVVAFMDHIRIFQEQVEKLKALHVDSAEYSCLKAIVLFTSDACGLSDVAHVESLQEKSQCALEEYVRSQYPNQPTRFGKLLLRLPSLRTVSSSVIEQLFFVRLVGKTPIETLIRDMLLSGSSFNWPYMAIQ
TLR9-MyD88 inh = inhibitors of TLR9-MyD88 association in cells, primary screen, cell-based, CHO, BLA complementation, fluorescence | Toll-like receptor 9 (Homo sapiens) + Myeloid differentiation primary response protein … | AID 504734, 2011 | CCF4 FRET ratio | 0.21% of 340,000 active | inhibition, % at 4.98 µM;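 active means inhibition above the mean over all tested compounds plus 3 SD, cut at about 21% in these data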;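 further: 0% = DMSO only wells and 100% = clavulanate BLA inhibitor control wells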
SRC3 inh = SRC3 coactivator transcriptional activity inhibitors, primary screen, cell-based, luminescence; Nuclear receptor coactivator 3 (Homo sapiens), Q9Y6Q9; HEK293 GAL4-SRC3 luciferase reporter; 0.17% of 360,000 active; inhibition, % at 3.6 µM;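 active means inhibition above a per-campaign cutoff, the mean of all compounds plus 3 SD, cut at about 60% in these data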;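 further: 0% = DMSO-treated cells and 100% = gossypol-treated cells at 36 µM; higher means less SRC3-driven luciferase light from the GAL4 reporter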
ABHD5-PLIN5 inh = ABHD5-PLIN5 interaction inhibitors, primary screen, cell lysate, split luciferase complementation, luminescence; Perilipin-5 (Homo sapiens) + 1-acylglycerol-3-phosphate O-acyltransferase ABHD5 (Homo …; Split G. princeps luciferase complementation, 4 h; inhibition, % at 4 µM; 0.78% of 360,000 active;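 active means inhibition above the mean inhibition across every tested compound plus 3 SD, cut at about 22% in these data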;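 further: 0% = DMSO only wells and the 100% control is not disclosed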
SRC2 inh = inhibition of GAL4-SRC2 driven luciferase reporter, primary screen, SRC2 inhibitor project, cell-based, luminescence. Nuclear receptor coactivator 2 (Homo sapiens), Q15596. HEK293 GAL4-SRC2 luciferase reporter. inhibition, % at 9 µM. 0.17% of 370,000 active;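 active means inhibition above the mean inhibition of all tested compounds plus 3 SD, set per campaign, cut at about 52% in these data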;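 further: 0% = DMSO treated cells and 100% = cells given Gossypol at 36 µM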
EBV LMP1 NFkB = EBV LMP1-driven NF-kappaB luciferase reporter inhibitors, primary screen, cell-based, luminescence, single point; LMP1-induced NF-kappaB luciferase reporter cells; inhibition, % at 12.5 µM; 0.69% of 350,000 active; AID 504558, 2011; in the data active means inhibition above about 41%;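 further: 0% = neutral control wells and 100% = reference inhibitor control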
LRH-1 inv ag = LRH-1 (NR5A2) inverse agonists, primary screen, cell-based, luminescence, HEK293T, StAR-luciferase reporter; Nuclear receptor subfamily 5 group A member 2 (Homo sapiens), O00482; LRH-1 transfected, 24 h; inhibition, % at 3.6 µM; 0.13% of 360,000 active;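 active means inhibition above the mean inhibition of all tested compounds plus 3 SD, cut at about 73% in these data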;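 further: 0% = DMSO wells and 100% = reporter-only cells lacking LRH-1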
MC4R barr agon = MC4R agonists recruiting beta-arrestin, primary screen, cell-based, luminescence, agonist arm of biased-ligand search. Melanocortin receptor 4 (Homo sapiens), P32245. U2OS MC4R beta-arrestin complementation; percent of melanotan II response, DMSO zero. activation, % at 8.9 µM. 0.98% of 360,000 active;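 active means activation above a per-plate cutoff, the mean activation of sample wells on that plate plus 3 SD, cut at about 8% in these data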
Target sequence (P32245 whole entry, looked up): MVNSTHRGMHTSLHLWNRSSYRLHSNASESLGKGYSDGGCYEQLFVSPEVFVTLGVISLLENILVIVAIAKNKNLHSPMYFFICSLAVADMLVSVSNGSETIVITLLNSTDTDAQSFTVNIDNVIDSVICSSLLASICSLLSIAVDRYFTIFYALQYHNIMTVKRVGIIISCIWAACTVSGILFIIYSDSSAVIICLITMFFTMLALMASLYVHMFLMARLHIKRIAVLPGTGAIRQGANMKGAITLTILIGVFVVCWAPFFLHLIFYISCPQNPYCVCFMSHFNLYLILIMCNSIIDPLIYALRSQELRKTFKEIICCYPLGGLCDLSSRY
NCOA1 inh = SRC1 coactivator transcriptional activity inhibitors, primary screen, cell-based, luminescence | Nuclear receptor coactivator 1 (Homo sapiens), Q15788 | 0.12% of 360,000 active | HEK293 GAL4-SRC1 luciferase reporter | inhibition, % at 3.6 µM;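 active means inhibition above the campaign mean plus 3 SD, with each screening campaign given its own cutoff, cut at about 60% in these data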;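 further: 0% = DMSO treated cells and 100% = gossypol at 36 µM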
MC4R antagonist = MC4R antagonists of cAMP signaling, primary screen, cell-based, TR-FRET, antagonist arm of biased-ligand search | Melanocortin receptor 4 (Homo sapiens), P32245 | MC4R-expressing cells, MTII-stimulated cAMP, LANCE TR-FRET | inhibition, % at 6.5 µM | 0.48% of 360,000 active | AID 540295, 2011;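 active means inhibition above its plate's cutoff, the mean of tested wells on that plate plus 3 SD, cut at about 29% in these data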;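 further: 0% = Melanotan II alone and 100% = Melanotan II plus saturating MCL0020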
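material = U2OS cells stably expressing human melanocortin 4 receptor (MC4R) | also added = Melanotan II challenge | dosing = single nominal compound dose of 6.5 µM | detection = TR-FRET with Eu-cAMP and labeled anti-cAMP, 671 nm | replication = singlicate | timing = compound 30 min, challenge 1 h, detection 1 h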
* = called active by the depositor; / = not tested or not shown.

Order of values: NOD2 RIPK2 PPI	COUP-TFII inh	TLR9-MyD88 inh	SRC3 inh	ABHD5-PLIN5 inh	SRC2 inh	EBV LMP1 NFkB	LRH-1 inv ag	MC4R barr agon	NCOA1 inh	MC4R antagonist
Fc1ccc(Nc2nc(-c3ccncc3)nc3ccccc23)cc1
→ -8	4	9	11	10	0	-35	22	2.1	19	3
O=C(C[C@H]1C[C@H](C(=O)N2CCOCC2)[C@@]2(CCC3CCCC3)c3[nH]c4cc(-c5ccco5)ccc4c3CCN2C1=O)NCc1cccc(C(F)(F)F)c1
→ -5	4	0	14	23*	18	8	11	-1.4	-4	6
CCc1ccc(NC(=O)N(C2CCC(C)CC2)C2CCN(C(C)=O)CC2)cc1 (stereo unspecified)
→ -3	-9	4	-3	5	-4	-7	-5	0.0	-27	4
NCCn1c(-c2ccccc2)cc(C(=O)O)c1-c1ccccc1F
→ 0	-2	-3	4	-4	-7	12	5	-2.7	-3	-2
COC(=O)[C@H](C)NC(=O)Nc1ccc(OC(F)(F)F)cc1
→ -3	10	8	8	2	15	-5	2	0.5	7	2
CCCCCCCC(=O)C(C)C(=O)N(C)[C@H](Cc1ccc(OC)cc1)C(=O)N(C)[C@H](C(N)=O)C(C)C (stereo partly specified)
→ -6	6	1	-4	1	7	-6	25	3.7	-3	-1
O=C(CSc1ccccc1)N1CCC(N2CCC(C(=O)N3CCCC3)CC2)CC1
→ 2	-5	9	1	-10	-17	-6	-7	-1.5	-17	8
CC(C)c1ccc(C(O)P(=O)(OC2CCCCC2)OC2CCCCC2)cc1 (stereo unspecified)
→ -7	13	/	8	2	10	/	6	0.1	-4	17
O=C(CN1C(=O)CCC1=O)Nc1ccc(Cc2ccc(NC(=O)CN3C(=O)CCC3=O)cc2)cc1
→ 0	-2	1	16	1	25	5	-19	-1.9	-22	9
CCN(Cc1cnn(C)c1)C(=O)c1cc(COc2cc(C)c(Cl)c(C)c2)on1
→ -8	1	5	-14	-2	-7	1	-23	2.4	-8	20
Cc1cc(-n2c(C)cc(C(=O)COc3ccc([N+](=O)[O-])cc3)c2C)no1
→ -4	-7	-5	-1	1	13	8	9	1.1	-1	17
O=C(c1ccc(Cl)cc1)c1cnc2ccccn12
→ 0	-20	1	-36	3	-15	-25	-46	-1.3	-78	-2
COc1ccc(CNC(=O)CN(C)S(=O)(=O)c2ccccc2)cc1
→ 5	5	-2	4	-1	-17	3	-2	-4.1	-11	10
CN(C)CCNC(=O)Nc1ccc(F)cc1F
→ 7	18	6	10	5	-6	1	-11	-2.2	10	-2
CC(C)Oc1ccc(Oc2ccc(C(F)(F)F)cn2)cc1
→ 1	3	-9	26	-1	5	-1	8	-1.1	4	3
CC1CCN(CC[C@H]2CCCN2S(=O)(=O)c2cccc(O)c2)CC1
→ -6	2	-7	1	-7	-8	-2	-28	-0.3	-5	11
Cc1nc(Nc2ccccc2F)c2oc3ccccc3c2n1
→ 2	1	0	-27	-2	-12	-4	-9	2.2	-73	11
CCn1cc(S(=O)(=O)Nc2cccnc2)cn1
→ -2	1	1	-12	0	-9	-2	1	-3.9	-7	1
CC1CCCN(S(=O)(=O)c2ccc(NC(=O)CN3C(=O)NC(C)(c4ccccc4)C3=O)cc2)C1 (stereo unspecified)
→ -5	-19	2	21	-2	19	-9	26	-1.3	8	4
CCn1c(CO)nc2c1c(=O)[nH]c(=O)n2Cc1ccccc1
→ 4	3	-5	1	-2	-2	-2	-2	-2.1	-16	31*
Cc1c(-c2ccc(Cl)cc2Cl)nc2ccccc2c1C(=O)NCCN1CCOCC1
→ 1	15	-3	16	-6	-20	-2	17	-2.2	-6	2
O=C(NC1(C(F)(F)F)NC(=O)N(Cc2cccnc2)C1=O)c1ccncc1 (stereo unspecified)
→ -7	1	4	7	7	-8	-2	-15	1.7	4	11
COCCCN1CN(S(=O)(=O)c2ccc(Cl)cc2)c2nc3ccccc3nc21
→ -8	-3	0	2	1	1	-12	1	-1.1	0	5
Cc1ccc(CN2CC(C(=O)Nc3ccc(C)c(S(=O)(=O)N4CCCCC4)c3)CC2=O)cc1 (stereo unspecified)
→ -8	31	-8	17	4	17	13	-14	-1.0	5	3
COc1cccc(CN2CCN(C3CCN(c4ccccc4C)CC3)CC2CCO)c1 (stereo unspecified)
→ -13	18	-3	8	-6	22	6	-15	-0.5	9	-5
Cc1nnc(SCC(=O)N(C)Cc2ccccc2)[nH]c1=O
→ 8	4	11	10	4	-8	7	9	-2.4	-10	2
COc1ccc(OCC(=O)O/N=C(\N)Cc2cccs2)cc1
→ 2	-11	-8	-15	-13	-25	-21	-25	-0.3	-40	3
CCOC(=O)N1CCC(NC(=O)CCc2nc(-c3ccccc3F)no2)CC1
→ -2	5	8	-10	1	-10	-5	-2	-1.0	-8	1
CCCN(CCC)S(=O)(=O)c1ccc(C(=O)Nc2nnc(-c3cccc(OC)c3)o2)cc1
→ -4	8	1	-12	2	15	35	8	-1.2	7	23
O=C(NCCc1ccccc1F)N[C@@H](Cc1ccccc1)C(=O)O
→ 7	18	-2	-10	-1	29	8	-11	-1.7	13	-1
CN1CCN(Cc2cc(=O)oc3cc4c(cc23)CCC4)CC1
→ -5	-1	8	3	0	-19	-8	6	-1.4	-10	0
Cc1cccc(C(=O)NCC(=O)OCC(=O)c2ccc(Br)s2)c1
→ -5	9	-9	1	-9	5	2	-9	0.9	7	44*
Cc1cccc(C(=O)N(CCc2ccccc2)Cc2ccccc2)c1[N+](=O)[O-]
→ -3	16	-4	0	-5	11	13	-13	-2.1	-24	15
COc1cc(OC)c2c(c1)OC(=O)CC2c1ccc(C)cc1 (stereo unspecified)
→ -7	1	-17	2	9	24	-1	2	0.7	-9	13
COc1ccc(-c2nn(-c3ccccc3)cc2/C=C/C(=O)N(C)CC(=O)Nc2cccc(F)c2)cc1OC
→ 5	3	-10	8	0	-25	9	21	-1.1	-1	27
Cc1nn(CCO)c2ncc(C(=O)c3cc(Cl)ccc3O)cc12
→ 0	2	-4	1	2	-2	-5	16	-0.3	-14	5
Oc1c(Cl)c(Cl)c2ncccc2c1Cl
→ -5	-19	3	-23	-6	6	-5	31	0.7	-6	9
CCC(C)(C)NC(=O)c1ccc2c(c1)OCCO2
→ -14	-5	-2	-8	0	-29	-19	-32	-0.6	-9	15
CN(C)c1ccc(S(=O)(=O)N2CCCCC2)cc1NC(=O)C1CSC2(C)CCC(=O)N12 (stereo unspecified)
→ -1	-5	-6	13	8	4	10	33	-3.3	-8	-10
O=C1COC(c2ccccc2)=CN1Cc1ccccc1
→ -3	8	1	-6	-7	11	1	21	-0.7	2	0
CC1CCCN(C(=O)C2CCN(c3ncnc4c3nc3n4CCCCC3)CC2)C1 (stereo unspecified)
→ -1	-2	-10	-6	3	-7	7	-2	-3.9	11	13
CN=C(Nc1cc(Cl)ccc1Cl)SC1CC(=O)N(c2ccc(C(=O)OC)cc2)C1=O (stereo unspecified)
→ -15	5	-15	8	-4	5	-1	-4	3.7	-10	4
CC(C)=C(NC(=O)c1ccccc1)C(=O)N/N=C/c1ccc(O)cc1
→ 1	-23	6	-10	-2	-22	2	-20	-1.9	-29	-2
O=C(Oc1cccc2c(O)cccc12)c1ccccc1
→ -6	-8	3	-2	-5	2	-13	1	5.4	3	3
CCN(CC)CCN(Cc1cc2cc3c(cc2[nH]c1=O)OCCO3)C(=O)NC1CCCCC1
→ 2	-12	-5	-23	-24	-4	-12	0	-0.2	-21	7
CN(C)c1ccc(N=Nc2ccccc2C(=O)OCC(=O)N2CCCCCC2)cc1
→ 0	-7	3	-36	4	-50	-2	-47	-2.4	-31	9
O=C1C=CC(O)C2(CO)OC12 (stereo unspecified)
→ 9	-10	0	-46	67*	-62	-42	-5	-1.0	-57	10
Cc1cc(Cl)c(S(=O)(=O)NCc2cccnc2)cc1OCC(N)=O
→ 5	-5	0	23	3	-3	-2	-1	-0.3	-21	11
COc1ccc([C@H]2C[C@@H](O)[C@H](n3cc(COC(=O)c4ccccc4)nn3)CN2C(=O)c2cccs2)cc1
→ 11	2	-9	4	-4	-15	-2	-12	-1.2	5	4
COC(=O)c1cn(C(=O)c2ccc(Cl)cc2)c2ccccc12
→ -3	10	9	16	-6	6	13	-15	-2.6	2	4
O=C(COC(=O)c1ccc(OC(F)F)cc1)NCC1CCCO1 (stereo unspecified)
→ 2	3	1	9	-3	8	-4	11	-1.3	-1	1
COc1ccccc1CNC(=O)c1cnc2ccccn2c1=O
→ -5	13	2	9	6	14	1	-20	-1.3	-1	0
CC(NC(=O)c1cccs1)c1ccccc1 (stereo unspecified)
→ -4	3	-2	8	2	4	-4	6	0.0	5	15
CCCC1C2C(=O)N(c3ccccc3OC)C(=O)C2ON1c1ccccc1 (stereo unspecified)
→ -4	11	-8	15	-6	6	-3	-5	2.1	-3	13
CC1(OC(=O)C2CCCC2)C(=O)C=C2C=C(c3ccc(C#N)cc3)OC=C2C1=O (stereo unspecified)
→ -11	11	9	-5	23*	2	-3	1	-2.3	-18	-5
CCOC(=O)CNC(=O)CSc1nnc(-c2ccc(OC)cc2)n1CC
→ -9	14	-6	-9	1	15	-29	3	-2.7	-7	-3
Cc1cc(OCC(=O)N2CCOCC2)ccc1NC(=O)C1CCCCC1
→ 10	16	5	-16	-2	-2	-5	-7	0.6	-1	3
CC(Cl)c1cc(-c2ncc(C(F)(F)F)cc2Cl)no1 (stereo unspecified)
→ -8	7	0	-13	1	10	1	7	3.1	-9	2
CCN(CC)c1ccc(C2NC(=O)c3ccccc3N2)cc1 (stereo unspecified)
→ -9	-29	-4	4	-2	-39	43*	-51	0.2	-43	-12
COc1ccc(Cl)cc1S(=O)(=O)N1CCC(C(=O)N2CCOCC2)CC1
→ -1	1	-2	3	-1	-7	-3	-9	-2.9	-28	2

Not all compounds are listed, so the mix of outcomes need not match the whole.
